NPY-Y2 PAM-ag: potentiates or activates human NPY-Y2 receptor; P49146; hit rate 0.45% among 220,000; activation, % at 3.6 µM; cells expressing NPY-Y2, potentiator/agonist read-out; in the data active = activation above about 27%;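 also: cells stimulated with NPY near EC25 plus isoproterenol at EC100; 0% = vehicle plus submaximal agonist and 100% = vehicle plus saturating agonist; some results beyond the cut were filed as inactive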
Target sequence (P49146 whole entry, looked up): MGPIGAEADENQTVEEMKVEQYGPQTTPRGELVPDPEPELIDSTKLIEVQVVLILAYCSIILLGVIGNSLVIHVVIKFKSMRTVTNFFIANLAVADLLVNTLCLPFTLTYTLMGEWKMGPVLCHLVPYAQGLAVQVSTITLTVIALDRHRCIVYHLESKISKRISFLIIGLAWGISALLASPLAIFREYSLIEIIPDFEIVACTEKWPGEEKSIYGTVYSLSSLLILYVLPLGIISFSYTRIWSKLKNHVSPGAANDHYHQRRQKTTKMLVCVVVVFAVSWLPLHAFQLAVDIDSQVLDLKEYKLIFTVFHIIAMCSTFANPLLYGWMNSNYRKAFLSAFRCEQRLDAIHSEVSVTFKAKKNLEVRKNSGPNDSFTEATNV
Ba/F3 V617F tox: loss of viability in JAK2V617F-driven Ba/F3 cells. Ba/F3 EpoR-JAK2V617F viability, ATP luminescence. inhibition, % at 5.6 µM. hit rate 1.1% among 220,000. AID 1446;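 active = inhibition above the campaign mean plus 3 SD over all tested compounds, cut at about 24% in these data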;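 also: cytokine-independent growth of Ba/F3 cells driven by EpoR plus mutant JAK2; 0% = DMSO-treated cells and 100% = JAK inhibitor I control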
S1P4 agonist: activates the human S1P4 receptor; O95977; S1P4-expressing cell line, agonist reporter assay; activation, % at 4.98 µM; hit rate 0.35% among 220,000; AID 1509; in the data active = activation above about 11%;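 also: 0% = DMSO vehicle and 100% = reference agonist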
Target sequence (O95977 whole entry, looked up): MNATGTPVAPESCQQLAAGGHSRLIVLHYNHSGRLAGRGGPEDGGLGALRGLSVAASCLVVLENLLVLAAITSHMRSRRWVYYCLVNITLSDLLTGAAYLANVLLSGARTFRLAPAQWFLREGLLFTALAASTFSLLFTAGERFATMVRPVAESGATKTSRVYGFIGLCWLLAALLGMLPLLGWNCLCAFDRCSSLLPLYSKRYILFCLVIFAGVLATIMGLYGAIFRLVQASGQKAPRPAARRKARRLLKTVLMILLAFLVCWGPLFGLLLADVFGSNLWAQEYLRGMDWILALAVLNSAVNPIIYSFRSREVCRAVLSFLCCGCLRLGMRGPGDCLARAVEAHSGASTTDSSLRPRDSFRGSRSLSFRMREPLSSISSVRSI
NPY1 pot ag: human NPY-Y1 potentiation or agonism, primary screen | NPY-Y1 expressing cells, potentiator/agonist activation | hit rate 0.37% among 220,000 | P25929 | activation, % at 3.6 µM; in the data active = activation above about 33%, passing the limit was not always enough;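 also: cells stimulated with NPY at EC10 then isoproterenol at EC100; 0% = low agonist plus stimulus and 100% = saturating agonist plus stimulus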
BaF3 parental: reduces parental Ba/F3 cell viability, JAK2V617F counter-screen; CellTiter-Glo ATP luminescence; inhibition, % at 5.6 µM; hit rate 1.1% among 220,000;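 active = inhibition above a per-campaign cutoff, the mean inhibition of all tested compounds plus 3 SD, cut at about 27% in these data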;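 also: 0% = DMSO wells and 100% = JAK Inhibitor I control wells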
RBBP9 inh: blocks human serine hydrolase RBBP9; recombinant RBBP9, FP-Rh probe fluorescence polarization; inhibition, % at 7.94 µM; hit rate 0.2% among 220,000; AID 1515;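 active = inhibition above the campaign mean of all tested compounds plus 3 SD, cut at about 14% in these data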;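 also: plate controls were DMSO wells with RBBP9 for no effect and wells lacking RBBP9 protein for full effect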
Target sequence (O75884 whole entry, looked up): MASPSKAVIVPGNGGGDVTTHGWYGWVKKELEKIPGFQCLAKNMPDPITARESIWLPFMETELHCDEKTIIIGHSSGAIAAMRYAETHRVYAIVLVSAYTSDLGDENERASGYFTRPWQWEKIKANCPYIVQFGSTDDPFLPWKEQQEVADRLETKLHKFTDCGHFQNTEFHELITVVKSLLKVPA
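Assay system: recombinant human RBBP9; Reagent: Serine-hydrolase probe FP-Rh, 375 nM pre-mixing; Doses: 7.94 µM single dose, 0.794% DMSO; Incubation: 30 min then 45 min, 25 °C; Detection: fluorescence polarization (mP), excitation 525 nm, emission 598 nm; Evaluation: percent inhibition from mP, scaled between DMSO and no-protein wells.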
S1P4 antagonist: blocks the human S1P4 receptor | O95977 | S1P4-expressing cells, antagonist mode, reporter read-out | inhibition, % at 4.98 µM | hit rate 0.26% among 220,000 | AID 1510; in the data active = inhibition above about 29%;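 also: 0% = wells stimulated with agonist and 100% = vehicle wells without agonist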
NPY-Y1 antag: antagonists of human neuropeptide Y receptor Y1; AID 1040; inhibition, % at 3.6 µM; P25929; hit rate 1% among 200,000; HEK293-CNG Y1 cells, membrane potential fluorescence; NPY at EC95, then isoproterenol;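 active = inhibition above the campaign mean inhibition of all tested compounds plus 3 SD, cut at about 20% in these data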;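 also: 0% = DMSO wells given NPY plus isoproterenol and 100% = isoproterenol alone without NPY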
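material = HEK293 cells with Y1 receptor plus CNG channel | also added = NPY 25 nM then isoproterenol 1 µM plus Ro 20-1724 25 µM | schedule = dye 3 h, compound 60 min room temperature, stimulation 45 min | measured by = membrane potential fluorescence | benchmarks = high control isoproterenol alone, low control NPY with isoproterenol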
Runt-CBFb FRET: Runt domain-CBFb interaction inhibition; Cerulean-Runt/Venus-CBFb FRET ratio 530/480, 1 h; inhibition, % at 20 µM; AID 1496; hit rate 0.46% among 220,000;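 active = inhibition over about 50% at 20 µM in the single-dose screen, limit read from the data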;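 also: 0% = DMSO wells and 100% = excess unlabeled CBFb competitor control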
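test system = Cerulean-Runt domain fusion protein, energy donor | probe or stimulus = Venus-CBFb binding partner, 100 nM | incubation = two 1 h room-temperature incubations shielded from light | detection = fluorescence energy transfer, 422 nm excitation, 530/480 nm emission | measure = loss of energy transfer signal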
* marks the source's active call; other numbers are inactive results; / = not tested or not shown. No enrichment for hits, and some 3.6% of all compounds hit somewhere here.

SMILES	NPY-Y2 PAM-ag	Ba/F3 V617F tox	S1P4 agonist	NPY1 pot ag	BaF3 parental	RBBP9 inh	S1P4 antagonist	NPY-Y1 antag	Runt-CBFb FRET
O=C(NCCC1=CCCCC1)C(=O)NCC(c1ccco1)N1CCN(c2ccc(F)cc2)CC1 (configuration not stated)	6	-1	1.7	-6	7	1	-8	-4	0
CC(=O)NC(=O)NC1CSCC1OC(C)=O (configuration not stated)	-18	1	-0.5	-38	7	-4	-25	-4	0
O=C(NC(=S)NNC(=O)c1ccc(Cl)cc1Cl)c1cccnc1	-7	0	0.7	2	7	-7	-6	-4	28
COc1cccc(C(C)NC(=S)NCc2ccc(Cl)cc2)c1 (configuration not stated)	2	-2	0.0	16	8	1	7	2	-1
Cc1ccc(S(=O)(=O)N(CC(=O)NCc2ccncc2)C2CCCCC2)cc1	2	-1	-1.2	-3	5	-4	-8	-8	-1
O=C(COC(=O)C1(c2ccc(F)cc2)CCCC1)N1CCc2ccccc21	-13	-3	-0.8	-5	5	0	-6	-6	-3
C[N+]1(CCOS(=O)C23CC4CC(CC(C4)C2)C3)CCOCC1 (configuration not stated)	6	2	1.6	4	4	-15	12	-7	-6
Fc1ccccc1OCCCCn1cncn1	6	-1	0.6	11	1	2	-12	-3	-4
C[C@@H]1NC(=O)[C@H](CCC(N)=O)NC(=O)c2cc([N+](=O)[O-])cc(I)c2NCCC[C@@H](C(N)=O)NC1=O	11	2	1.1	7	4	-5	-13	0	-2
Cc1ccc(-n2nnc(-c3ccnc4ccccc34)n2)cc1	-13	0	1.5	0	-1	-10	-10	0	1
CCN(CC)CC(=O)Nc1nn(-c2ccccc2)nc1C(N)=O	6	-2	-0.7	8	8	-3	-4	-3	-2
O=C1C(Cl)=C(Nc2ccccc2O)C(=O)N1CCc1ccccc1	4	0	-0.9	-3	10	2	5	2	36
O=C(CC1Sc2ccccc2NC1=O)Nc1cccc(-c2nnc3n2CCCCC3)c1 (configuration not stated)	8	-2	-0.8	6	1	-5	6	-8	/
Cc1ccc(-n2[nH]c(C)c(C=NC34CN5CN(CN(C5)C3)C4)c2=O)cc1C	9	7	-0.5	14	9	-1	1	5	-1
Cc1ccc(S(=O)(=O)N(C)C)cc1NC(=O)CSc1nc2ccccc2[nH]1	-7	-3	0.9	-9	1	-8	-25	0	-2
COc1ccc(C)cc1S(=O)(=O)Nc1cc(Cl)ccc1Cl	19	1	1.0	1	4	7	-7	3	-1
COc1ccc(N(C(=O)Cn2cnc3ccccc32)C(C(=O)NC2CCCCC2)c2ccccc2)cc1 (configuration not stated)	0	1	-2.9	-14	5	-6	-9	5	-4
CCc1nc(C)c(-c2ccccc2)c(=O)[nH]1	-2	-1	-0.2	-2	-4	5	16	17	4
COc1ccccc1-n1nnnc1SCC(=O)NC1CCCC1	13	-4	0.7	11	3	7	-18	0	0
C=CCc1cc2c(oc(=O)c3ccccc32)c(C)c1O	-4	2	-1.5	-24	6	-9	8	2	-18
COc1ccc(-c2oc3ccccc3c(=O)c2OC(C)=O)cc1	-7	-3	0.2	-10	3	-6	0	3	12
C/C(=N\O)c1cccc(Br)c1	-4	0	1.0	-23	-4	-9	6	/	1
S=C1NCN(Cc2ccco2)CN1	-1	-1	-0.7	9	-5	-9	6	/	-2
COc1ccc(C2(NC(C)=O)CCN(C(=O)c3ccco3)CC2)cc1	12	-2	0.0	29	1	-6	-1	-2	0
COc1ncnc2c1oc1nc(CC(C)C)c3c(c12)CCCC3	-22	-4	1.4	-1	-3	-1	4	-4	-2

Compound profiles, from the list above:
`COc1ccc(C)cc1S(=O)(=O)Nc1cc(Cl)ccc1Cl` across the screens: NPY-Y2 PAM-ag: 19; Ba/F3 V617F tox: 1; S1P4 agonist: 1.0; NPY1 pot ag: 1; BaF3 parental: 4; RBBP9 inh: 7; S1P4 antagonist: -7; NPY-Y1 antag: 3; Runt-CBFb FRET: -1
`O=C(CC1Sc2ccccc2NC1=O)Nc1cccc(-c2nnc3n2CCCCC3)c1` (configuration not stated) across the screens: NPY-Y2 PAM-ag: 8; Ba/F3 V617F tox: -2; S1P4 agonist: -0.8; NPY1 pot ag: 6; BaF3 parental: 1; RBBP9 inh: -5; S1P4 antagonist: 6; NPY-Y1 antag: -8; Runt-CBFb FRET: /

(next part)
SMILES	NPY-Y2 PAM-ag	Ba/F3 V617F tox	S1P4 agonist	NPY1 pot ag	BaF3 parental	RBBP9 inh	S1P4 antagonist	NPY-Y1 antag	Runt-CBFb FRET
COc1ccc(C(=O)Sc2ccc(C)cc2)cc1OC	-8	-6	3.5	29	3	4	-1	2	-1
COc1ccccc1C(=O)NC(C)C(c1cccs1)N1CCN(C)CC1 (configuration not stated)	-8	0	1.1	1	-1	-4	-19	1	1
Cc1ccc(CNC(=O)COc2ccc(S(=O)(=O)NC(C)C)cc2)cc1	4	-2	-2.7	2	6	0	-25	0	1
Cc1c(CCOC(=O)CC23CC4CC(CC(C4)C2)C3)sc[n+]1CC(=O)c1ccc(Br)cc1	-12	-1	-0.4	-9	0	-1	-5	0	2
COc1ccc2c(c1)cc1n2CCN=C1NN	1	4	-0.3	-16	5	-8	8	16	2
O=C(O)c1ccc(C(=O)c2ccc3c(c2)C(=O)N(Cc2ccco2)C3=O)cc1	-7	-1	-1.3	-5	5	-4	-10	-2	8
Cc1ccc(N2C(=O)N(CC(=O)NC(N)=O)C(=O)C2C)cc1 (configuration not stated)	9	1	1.8	7	5	-12	-11	5	-2
Cc1ccc(-c2nc(-c3cccnc3)sc2CC(=O)Nc2ccc(C)c(Cl)c2)cc1	-17	2	1.4	-28	6	-22	-1	18	-6
Cc1cc(C)c2ccc(=O)n(CC(=O)N/N=C/c3ccccc3Cl)c2n1	-12	4	-1.6	15	5	-4	9	/	-1
COc1ccc(OCCNS(=O)(=O)c2ccccc2)cc1	10	1	1.0	-8	1	-10	12	2	12
COc1ccc2c(CC(=O)OCC(=O)N3CCc4ccccc43)coc2c1	-1	2	0.9	-26	2	-6	-6	12	3
Cn1nc(C(F)(F)F)c(-c2ccc(Br)cc2)c1NC(=O)Nc1ccc(F)cc1F	99*	1	-1.1	108*	0	-18	-4	/	-3
CCCc1nc2ccccc2c(C(=O)OCC(=O)NCc2ccco2)c1CC	-24	2	1.3	-29	3	-6	8	5	3
Cc1nn(Cc2ccc(Br)cc2)c(C)c1NC(=O)c1nn(C)cc1Cl	2	-1	2.6	-16	3	-3	-1	1	1
O=C(CN1CCN(Cc2ccccc2)CC1)N1N=CCC1c1ccccc1 (configuration not stated)	-13	-2	-0.6	9	-2	-6	8	2	0
Cc1cc(SCC(=O)NC(=O)c2cccn2C)nc2ccccc12	-13	0	0.4	-5	0	0	0	/	5
NC(=S)N=Nc1c(O)n(CCCl)c2ccccc12	0	5	1.9	-1	5	-4	4	5	0
CC1CCN(C(=O)N2c3ccccc3Sc3ccccc32)CC1	3	-6	0.3	-22	3	10	-2	0	1
CCOC(=O)c1c(N)sc(N)c1C(=O)OCC	12	-2	-1.4	-7	2	2	8	4	22
O=C(N/N=C/c1c[nH]c2ccccc12)c1sc2ccccc2c1Cl	-3	-6	1.1	-7	-1	-2	-5	-6	-7
CCC(C)[C@H](NC(=O)NC(C)C)C(=O)O (some centres not stated)	-14	3	-0.7	-35	92*	-10	5	-2	-1
Cc1ccc(Oc2ccc(S(=O)(=O)N3CCOCC3)cc2C(N)=O)c(-n2nc3ccccc3n2)c1	-1	-2	0.1	5	1	-12	-12	3	4
COc1ccc(-n2c(SCC3CNC(=O)O3)nnc2-c2ccc(Cl)cc2)cc1 (configuration not stated)	1	-2	-0.8	-12	1	0	-19	-2	0
Cc1ccc(C)c(Cn2nnc3c(=O)[nH]c(C4CCCN(C(=O)C5CCC5)C4)nc32)c1 (configuration not stated)	-3	0	-2.0	-1	2	-9	19	4	-7
C(=N\NC1=Nc2cccc3cccc1c23)/c1ccccc1	-10	-3	-1.2	-27	5	1	2	6	-14
Next part
SMILES	NPY-Y2 PAM-ag	Ba/F3 V617F tox	S1P4 agonist	NPY1 pot ag	BaF3 parental	RBBP9 inh	S1P4 antagonist	NPY-Y1 antag	Runt-CBFb FRET
CCOC(=O)c1c(NC(NC(=O)C(C)C)C(Cl)(Cl)Cl)sc2c1CCC2 (configuration not stated)	3	4	-2.8	-23	12	-2	8	5	3
Cn1c(NC(=O)C2CCCC2)cc(=O)n(C)c1=O	-5	5	1.9	20	5	-5	9	-5	2
Cc1cc(Cl)cc(Br)c1OCCCCn1cncn1	13	-2	-1.3	7	3	2	-26	-1	-2
FC(F)Oc1ccc(-c2csc(Cc3nnc4n3CCCCC4)n2)cc1	-2	6	-0.3	21	3	-5	-6	3	-4
CN1CCN(C(=O)/C=C/c2ccc([N+](=O)[O-])o2)CC1	-3	-3	-0.2	0	-4	3	-9	/	4
O=C(CSc1nnc(-c2ccco2)n1-c1ccccc1)N1CCOCC1	5	2	0.7	6	4	-11	4	0	0
Cc1ccc(C)c(NC(=O)C(Sc2cccc[n+]2[O-])c2ccccc2)c1 (configuration not stated)	-1	2	0.6	-3	6	0	-15	1	1
CCCN(Cc1ccc(N(C)C)cc1)CC1CC1	-6	-1	2.9	31	4	-2	-14	10	-1
COC(=O)c1c[nH]n2c(=O)c(Cc3ccc(F)cc3Cl)c(C)nc12	11	1	0.8	-16	6	4	1	8	0
Cc1ccc(-n2c(C)cc(/C=N/NC(=O)Cn3c4ccccc4c(=O)c4ccccc43)c2C)cc1	56*	0	5.8	61*	5	-10	-10	-5	106*
Cc1ccc(-c2nnn(CC(=O)N(CC(=O)NC3CCCCC3)c3ccc(F)c(Cl)c3)n2)o1	-5	3	-2.1	-6	7	-6	-5	-3	-5
C/C(=N/NC(=O)CN1CCN(S(=O)(=O)c2ccc(C)cc2)CC1)c1cccc(O)c1	-1	-1	0.7	19	-1	-1	0	/	0
CCOC(=O)N1CCN(C(=O)Cn2ncc3c2-c2ccccc2OC3)CC1	-1	4	-1.0	-2	6	-13	4	3	2
COc1ccc2ccccc2c1CNc1nnnn1C	-7	-4	-0.4	-3	3	4	6	2	-1
Cc1cc(C)n(Cc2ccc(C(=O)NCCC3=CCCCC3)o2)n1	-14	7	-0.7	-7	6	-7	6	2	0
Cc1nnc(SCC(=O)N2CCC(C(=O)Nc3nccs3)CC2)n1Cc1ccccc1	18	-2	1.9	-12	5	-5	-3	-6	0
COc1ccc(NC(=O)c2ccc(NCCN3C(=O)CCC3=O)c([N+](=O)[O-])c2)cc1	14	-3	0.0	15	-1	-9	-2	1	1
COc1ccc(-c2nnc(SC(C)C(=O)NCc3ccc4c(c3)OCO4)n2Cc2ccco2)cc1 (configuration not stated)	-15	-1	-1.2	-3	4	2	-16	37*	18
